Bioassay records from PubChem.
eIF4E-4G inh – inhibitors of eIF4E and eIF4G interaction in translation initiation; 220,000 tested, 0.37% active; TR-FRET eIF4E-eIF4GI(517-606) binding, 2 h; P63073+Q04637; inhibition, % at 21.7 µM;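 active = inhibition above about 30%, limit read from the data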;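 also: 0% = full FRET control wells and 100% = background wells lacking eIF4GI fragment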
S1P4 antagonist – human S1P4 receptor antagonism; AID 1510; inhibition, % at 4.98 µM; S1P4-expressing cells, antagonist mode, reporter read-out; 220,000 tested, 0.26% active; in the data active = inhibition above about 29%;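 also: 0% = wells stimulated with agonist and 100% = vehicle wells without agonist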
S1P4 agonist – agonists of human S1P4 receptor; O95977; S1P4-expressing cell line, agonist reporter assay; activation, % at 4.98 µM; 220,000 tested, 0.35% active; in the data active = activation above about 11%;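 also: 0% = DMSO vehicle and 100% = reference agonist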
p97 inhibitor – human p97 ATPase inhibition. recombinant p97 ATPase, Kinase-Glo ATP luminescence, 3 h. 220,000 tested, 0.42% active. P55072. inhibition, % at 8 µM; in the data active = inhibition above about 15%;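 also: 0% = DMSO vehicle and 100% = wells lacking enzyme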
PGE2 EP2 inh – EP2 receptor (human) inhibition; P43116; C6 glioma cells expressing human EP2, cAMP TR-FRET; cells stimulated with saturating PGE2; inhibition, % at 25 µM; 260,000 tested, 0.52% active; AID 1422;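 active = percent inhibition above 40 after rounding to a whole number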;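 also: rat C6 glioma host cells with rolipram phosphodiesterase inhibitor present; the protocol text gives 20 µM as final concentration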
Target sequence (P43116 whole entry, looked up): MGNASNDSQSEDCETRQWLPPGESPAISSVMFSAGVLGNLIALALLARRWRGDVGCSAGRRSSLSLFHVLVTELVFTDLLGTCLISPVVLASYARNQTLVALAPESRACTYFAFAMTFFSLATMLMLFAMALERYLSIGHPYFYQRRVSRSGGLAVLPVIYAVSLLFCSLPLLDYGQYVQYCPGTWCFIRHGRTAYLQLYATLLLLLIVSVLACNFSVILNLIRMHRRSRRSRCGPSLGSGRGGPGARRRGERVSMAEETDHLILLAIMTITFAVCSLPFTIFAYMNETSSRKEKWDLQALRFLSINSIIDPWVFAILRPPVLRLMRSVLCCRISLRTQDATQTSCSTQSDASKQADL
NPY-Y1 PAM-ag – human NPY-Y1 potentiation or agonism, primary screen; P25929; NPY-Y1 expressing cells, potentiator/agonist activation; activation, % at 3.6 µM; 220,000 tested, 0.37% active; AID 1304; in the data active = activation above about 33%, passing the limit was not always enough;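 also: cells stimulated with NPY at EC10 then isoproterenol at EC100; 0% = low agonist plus stimulus and 100% = saturating agonist plus stimulus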
NPY Y1 blocker – NPY-Y1 (human) receptor antagonism; P25929; HEK293-CNG Y1 cells, membrane potential fluorescence; NPY at EC95, then isoproterenol; inhibition, % at 3.6 µM; 200,000 tested, 1% active;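 active = inhibition above the campaign mean inhibition of all tested compounds plus 3 SD, cut at about 20% in these data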;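 also: 0% = DMSO wells given NPY plus isoproterenol and 100% = isoproterenol alone without NPY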
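Material: HEK293 cells with Y1 receptor plus CNG channel; times: compound incubation 1 h at room temperature, readout 45 min post-stimulation; signal: fluorescence, membrane potential probe; read-out basis: fluorescence ratio normalized to % inhibition between controls; benchmarks: full-block control isoproterenol-only wells, zero-block control NPY plus isoproterenol wells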
EP2 modulator – EP2 receptor (human) modulation; induction, % at 25 µM; P43116; EP2-expressing cells, cAMP HTRF FRET, PGE2 co-stimulation; 260,000 tested, 0.83% active;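 active = compounds whose cAMP rise, as percent of the full-agonist control response, exceeds 60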;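 also: rat C6 glioma line stably carrying human EP2 under a CMV promoter; the protocol text gives 20 µM as final concentration; 100% = response of wells given 1 µM PGE2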
NPY-Y2 PAM-ag – potentiates or activates human NPY-Y2 receptor; P49146; cells expressing NPY-Y2, potentiator/agonist read-out; activation, % at 3.6 µM; 220,000 tested, 0.45% active; AID 1359; in the data active = activation above about 27%;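 also: cells stimulated with NPY near EC25 plus isoproterenol at EC100; 0% = vehicle plus submaximal agonist and 100% = vehicle plus saturating agonist; some results beyond the cut were filed as inactive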
Target sequence (P49146 whole entry, looked up): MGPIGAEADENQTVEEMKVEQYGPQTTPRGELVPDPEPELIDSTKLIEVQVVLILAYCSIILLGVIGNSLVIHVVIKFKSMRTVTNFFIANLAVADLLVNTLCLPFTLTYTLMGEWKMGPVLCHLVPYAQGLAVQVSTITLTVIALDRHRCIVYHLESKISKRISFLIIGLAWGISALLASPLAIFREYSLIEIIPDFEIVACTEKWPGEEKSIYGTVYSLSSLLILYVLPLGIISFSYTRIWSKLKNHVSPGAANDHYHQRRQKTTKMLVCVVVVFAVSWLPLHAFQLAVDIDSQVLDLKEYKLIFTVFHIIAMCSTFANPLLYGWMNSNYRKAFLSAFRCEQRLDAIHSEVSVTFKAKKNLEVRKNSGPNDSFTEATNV
Active calls of the source: *; . = no result given; [ ] = remark or other dose. A portion of the library; count on the stated rates, not on these rows.

SMILES	eIF4E-4G inh	S1P4 antagonist	S1P4 agonist	p97 inhibitor	PGE2 EP2 inh	NPY-Y1 PAM-ag	NPY Y1 blocker	EP2 modulator	NPY-Y2 PAM-ag
C=CCSc1nc2c(c(=N)n1CC=C)C1CCCC1S2 (configuration not stated)	-2[fluorescence artefact?]	-8	1.8	-2	4	-83	12	49	-45
O=C(O)c1ccc2c(c1)CCC2	-3	-3	-0.6	2	3	-14	0	20	-2
CCOCCCNC(=S)N1CCCN(c2nc3cc(C)ccc3cc2C#N)CC1	1	-5	-0.7	2	7	-10	1	-8	-25
CCc1cc2c(cc3c(=O)n(CC(=O)N4CCN(c5ccccn5)CC4)nc(CC)n32)s1	-2	-6	-1.2	2	9	-10	3	-23	1
CC(C)c1ccc2oc(-c3ccc(N)cc3)nc2c1	6[fluorescence artefact?]	-5	1.9	-1	18	4	3	-29	11
CCOC(=O)CSc1nc2c(c(=O)[nH]c(=O)n2C)n1CCCc1ccccc1	-2	1	2.9	3	8	-5	1	-5	-5
O=C(Nc1ccc(Cl)cc1)N1CCSc2ccccc21	-3	-23	0.5	4	6	6	-6	-47	2
O=C(C1CCN(Cc2ccc(OCc3ccccc3)cc2)CC1)N1CCCC1	3	-33	-1.2	0	2	-12	8	1	6
CC(C)N1CCN(Cc2ccc(C#CCCO)cc2)CC1CCO (configuration not stated)	2	-22	0.7	7	5	-10	1	7	-5
CCOc1ccc(CN2CCN(Cc3cc4c(cc3Cl)OCO4)CC2CCO)cc1 (configuration not stated)	0	5	-1.5	1	11	-14	.	-8	-40
NC(=S)Nc1cccc(O)c1	-8	-7	-0.7	7	2	18	.	-3	-3
CCC(=O)c1ccc(N2CCN(C(=O)COc3ccc(F)cc3)CC2)c(F)c1	4	0	1.7	-4	9	18	1	-47	-6
Cc1ccc(-n2c(-c3cccc(C)c3)n[nH]c2=S)cc1	30	10	-0.5	-5	28	-8	0	31	-15
COc1ccc(S(=O)(=O)N(C(=O)c2ccncc2)c2ccc(OC(=O)c3ccncc3)cc2)cc1	-5	11	-0.4	-2	9	4	3	20	8
O=C(NC1=NCCS1)c1cc2ccccc2o1	4	-4	0.9	0	2	-5	-4	4	-9
COC(=O)c1c(SCC(=O)Nc2ccc(C)c(C)c2)nc(=O)[nH]c1C	8	-1	0.0	0	6	9	.	6	-5
C(=C\c1ccccc1)/CSc1nnc(-c2ccccc2)n1Cc1ccco1	4	4	-1.8	3	5	-33	21*	25	-21
Cc1ccc(-c2cc3nc(-c4ccccc4)cc(N4CCOCC4)n3n2)cc1	-4	1	0.8	-4	7	-22	4	36	-7
COc1ccc(C(=O)OCC(=O)NCC2CCCO2)cc1[N+](=O)[O-] (configuration not stated)	-1	-2	0.5	3	5	-26	3	-5	3
CN(c1ccc(OCC(=O)N2CCCCC2)cc1)S(=O)(=O)c1cccs1	6[fluorescence artefact?]	-35	0.1	4	7	11	-1	3	4
N#CC1=C(N)SC(N)=C(C#N)C1c1c(Cl)cccc1Cl	1	0	1.1	5	14	15	-5	-14	8
Cc1ccccc1OCc1nc2ccccc2c(=O)n1/N=C/c1c[nH]c2ccccc12	-2	0	0.7	1	16	-9	3	48	-2
COc1ccc(C(=O)N2N=C3CC(C)(C)OCC3C2c2ccccc2)cc1 (configuration not stated)	2[fluorescence artefact?]	-4	1.0	-1	10	-12	2	24	16
CC(CCc1ccccc1)NC(=O)CCCCCNc1nc(=S)[nH]c2ccccc12 (configuration not stated)	-1	1	-2.5	3	7	-13	11	-53	1
CC(NC(=O)c1ccccc1Cl)c1nnc(SCC(=O)Nc2ccc(C(=O)O)cc2)n1C (configuration not stated)	0	-14	-0.4	7	10	-12	-3	15	0

Following part
SMILES	eIF4E-4G inh	S1P4 antagonist	S1P4 agonist	p97 inhibitor	PGE2 EP2 inh	NPY-Y1 PAM-ag	NPY Y1 blocker	EP2 modulator	NPY-Y2 PAM-ag
COC(=O)c1cc(OC)c(OC)cc1NC(=O)c1cc(-c2ccccc2)nc2ccccc12	18	3	5.2	7	.	-1	3	51	-5
CNC(=O)c1c(C)[nH]c(=S)c(C#N)c1-c1ccco1	4	20	-1.0	13	8	3	.	4	-11
O=[N+]([O-])c1cc(/C=N/N2CCN(Cc3ccccc3)CC2)ccc1Cl	3	-3	0.2	0	5	-24	14	-23	-21
Cc1ccnc(NC(=O)COC(=O)C23CC4CC(CC(C4)C2)C3)n1	1	-6	0.5	7	10	19	.	-23	8
COc1ccc(CCNC(=O)c2cnc3n(c2=O)CCS3)cc1OC	-4[fluorescence artefact?]	-8	-1.9	6	5	10	0	8	5
COc1ccc(-c2nc(-c3ccccc3)c(-c3cc([N+](=O)[O-])ccc3C)[nH]2)cc1OC	8[fluorescence artefact?]	-10	2.4	-5	13	-27	-6	-13	-26
O=C(O)CS(=O)CC(=O)NCc1cccc(C(F)(F)F)c1 (configuration not stated)	1	-10	2.3	1	5	26	2	-4	7
CCOC(=O)C1=C(O)C(=O)N(Cc2cccnc2)C1c1ccc(C)cc1 (configuration not stated)	-1	25	0.2	3	2	9	-8	13	2
Cc1nnc(-c2cccc(Br)c2)c2cn(-c3ccc(Br)cc3)nc12	-38	-27	1.6	0	6	-19	1	-16	-23
OCCC1CN(Cc2ccc(-c3ccco3)cc2)CCN1Cc1ccsc1 (configuration not stated)	2	-11	2.4	-2	4	-20	12	15	-4
COc1cc(OC)cc(C(=O)N[C@H](C(=O)OCC(=O)Nc2ccc(C(N)=O)cc2)C(C)C)c1	-4	-17	-0.3	-3	6	-13	-2	2	3
N=c1c(C(=O)NCc2ccc(F)cc2)cc2c(=O)n3ccccc3nc2n1CCCN1CCOCC1	-1	-29	14*	7	17	23	-1	13	25
Cc1cc(C(=O)Nc2ccc3nc(C)sc3c2)c2ccccc2n1	3	0	-0.4	3	6	-3	.	-11	-6
CCOC(=O)N1CCN(c2ccc3nnnn3n2)CC1	2	-14	-0.1	0	8	-19	4	11	-4
COc1cccc(-c2csc(N3CCN(S(=O)(=O)c4ccc(F)cc4)CC3)n2)c1	2	-32	-0.3	3	7	25	-4	-4	3
CC1(C)Cc2c(sc3nc[nH]c(=O)c23)CO1	7	-4	0.7	7	7	9	-1	1	6
COCCNC(=O)C(=O)N/N=C(\C)CC(=O)Nc1cccnc1	-1	5	6.6	0	7	-1	0	15	-19
CCCn1c(N)cc(=O)n(CCC)c1=O	-2	-8	0.1	-5	4	-5	1	9	9
CCOC(=O)c1sc(NC(=O)c2c(OC)cccc2OC)nc1C	11[fluorescence artefact?]	14	1.0	-4	21	10	3	-6	6
COc1ccccc1CC(=O)Nc1ccc2nc(C)sc2c1	-5	-1	0.4	-4	4	7	0	-1	3
Cc1ccc(C(NC(=O)N2CCCC2)C(Cl)(Cl)Cl)cc1F (configuration not stated)	2	9	0.1	6	6	-2	5	-4	8
CSc1cccc(NC(=O)C(C)NS(=O)(=O)c2ccc(F)cc2)c1 (configuration not stated)	-2[fluorescence artefact?]	0	-1.8	1	8	-3	-3	12	-12
CCN=C(Nc1ccc(Cl)cc1)c1cccnc1	-1	-5	1.6	-1	0	1	-4	3	-8
O=C(NC1CCCCCC1)c1ccccc1-c1ccccc1	2	-16	1.0	1	4	-10	10	14	2
Cc1ccc(NCc2nnc(SCC(=O)Nc3cc(C)on3)n2C)cc1	2	-10	0.3	1	4	-2	0	19	3

Gathered by group, the compounds so far with a halogen
SMILES	eIF4E-4G inh	S1P4 antagonist	S1P4 agonist	p97 inhibitor	PGE2 EP2 inh	NPY-Y1 PAM-ag	NPY Y1 blocker	EP2 modulator	NPY-Y2 PAM-ag
O=C(Nc1ccc(Cl)cc1)N1CCSc2ccccc21	-3	-23	0.5	4	6	6	-6	-47	2
CCOc1ccc(CN2CCN(Cc3cc4c(cc3Cl)OCO4)CC2CCO)cc1 (configuration not stated)	0	5	-1.5	1	11	-14	.	-8	-40
CCC(=O)c1ccc(N2CCN(C(=O)COc3ccc(F)cc3)CC2)c(F)c1	4	0	1.7	-4	9	18	1	-47	-6
N#CC1=C(N)SC(N)=C(C#N)C1c1c(Cl)cccc1Cl	1	0	1.1	5	14	15	-5	-14	8
CC(NC(=O)c1ccccc1Cl)c1nnc(SCC(=O)Nc2ccc(C(=O)O)cc2)n1C (configuration not stated)	0	-14	-0.4	7	10	-12	-3	15	0
O=[N+]([O-])c1cc(/C=N/N2CCN(Cc3ccccc3)CC2)ccc1Cl	3	-3	0.2	0	5	-24	14	-23	-21
O=C(O)CS(=O)CC(=O)NCc1cccc(C(F)(F)F)c1 (configuration not stated)	1	-10	2.3	1	5	26	2	-4	7
Cc1nnc(-c2cccc(Br)c2)c2cn(-c3ccc(Br)cc3)nc12	-38	-27	1.6	0	6	-19	1	-16	-23
N=c1c(C(=O)NCc2ccc(F)cc2)cc2c(=O)n3ccccc3nc2n1CCCN1CCOCC1	-1	-29	14*	7	17	23	-1	13	25
COc1cccc(-c2csc(N3CCN(S(=O)(=O)c4ccc(F)cc4)CC3)n2)c1	2	-32	-0.3	3	7	25	-4	-4	3
Cc1ccc(C(NC(=O)N2CCCC2)C(Cl)(Cl)Cl)cc1F (configuration not stated)	2	9	0.1	6	6	-2	5	-4	8
CSc1cccc(NC(=O)C(C)NS(=O)(=O)c2ccc(F)cc2)c1 (configuration not stated)	-2[fluorescence artefact?]	0	-1.8	1	8	-3	-3	12	-12
CCN=C(Nc1ccc(Cl)cc1)c1cccnc1	-1	-5	1.6	-1	0	1	-4	3	-8

(continued)
SMILES	eIF4E-4G inh	S1P4 antagonist	S1P4 agonist	p97 inhibitor	PGE2 EP2 inh	NPY-Y1 PAM-ag	NPY Y1 blocker	EP2 modulator	NPY-Y2 PAM-ag
CCOC(=O)c1c(C)[nH]c(C)c1C(=O)COC(=O)C1CCCN1S(=O)(=O)c1ccccc1F (configuration not stated)	0[fluorescence artefact?]	2	2.3	0	.	14	3	5	14
O=C(NCc1cccnc1)NC1CCCN1S(=O)(=O)c1ccc(Cl)cc1 (configuration not stated)	-4	4	-1.4	2	13	-16	-2	-4	1
CCOC(=O)c1cnc(SCc2nc(N)nc(Nc3ccccc3OC)n2)nc1N	-10	11	-2.0	2	.	-16	3	-9	-3
CCOC(=O)Cc1nnc(Nc2cc(C)ccc2C)c2ccccc12	1	-10	-1.5	-1	6	-11	0	19	-6
O=C(NCc1ccccn1)C12CC3CC(CC(C3)C1)C2	1	-10	-0.2	2	13	13	-4	25	1
NC(=O)CSc1nnc(Cn2c(=O)sc3ccccc32)n1-c1cccc(Cl)c1	-3	-12	-0.3	1	3	-4	1	3	8
COC(=O)c1ccc(NC(=O)c2ccccc2NS(=O)(=O)c2ccccc2)cc1	-3	-26	0.5	0	10	30	-3	-20	34*
CN(C(=O)CCl)C1CCCc2ccccc21 (configuration not stated)	-2	-3	2.3	5	6	-19	9	-44	3
CCCOC(=S)NC(=O)c1sc2ccccc2c1Cl	3	5	-3.2	2	10	6	5	31	4
